Assay outcomes: PubChem BioAssay, Broad Institute
FN deposition inh: inhibitors of fibronectin matrix deposition, primary screen, AH1F cells, Alexa488-fibronectin fluorescence, plate reader; AH1F fibroblasts, overnight; inhibition, % at 12.6 µM; 350,000 compounds, 0.086% hits; AID 743247, 2014;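 active = mean inhibition across replicates of 30% or more, regardless of how many single replicates reach that level; inconclusive = mean under 30% yet at least half of replicates reach 30%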;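 also: positive control wells lacked labelled fibronectin entirely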
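Assay system: AH1F fibroblasts assembling fluorescent fibronectin matrix; Amount: 10000 AH1F cells per well; Buffer or medium: DMEM, 2% serum; Probe or stimulus: Alexa488-fibronectin, 24 nM final in well; Doses: single compound dose, delivered by pin transfer; Incubation: 1 h adhesion, overnight exposure; Measured by: fluorescence 485/525 nm; Read-out: fibronectin deposition inhibition.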
SIRT5 block: SIRT5 desuccinylase inhibitors, primary screen, biochemical, fluorescence imaging, single point, set 5. AID 652115, 2013. NAD-dependent protein deacylase sirtuin-5, mitochondrial (Homo sapiens), Q9NXA8. 330,000 compounds, 1.1% hits. Purified SirT5, succinyl-peptide AMC, trypsin-coupled fluorescence. inhibition, % at 15 µM; in the data active = inhibition above about 15%; inconclusive = no clear call, values can overlap the other calls
Target sequence (Q9NXA8 whole entry, looked up): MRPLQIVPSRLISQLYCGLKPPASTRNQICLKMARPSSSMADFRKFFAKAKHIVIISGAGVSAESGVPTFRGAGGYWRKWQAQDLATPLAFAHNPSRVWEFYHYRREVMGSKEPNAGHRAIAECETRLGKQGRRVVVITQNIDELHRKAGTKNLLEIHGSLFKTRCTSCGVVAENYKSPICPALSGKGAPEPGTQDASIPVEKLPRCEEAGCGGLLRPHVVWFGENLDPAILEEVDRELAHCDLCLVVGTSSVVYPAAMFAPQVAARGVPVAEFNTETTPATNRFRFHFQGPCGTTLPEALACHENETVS
CASP6 VEID inh: human caspase-6 inhibitors, primary screen, biochemical, VEID-R110 fluorescence, single point, set 2 | P55212 | purified caspase-6, Z-VEID-R110 cleavage fluorescence | inhibition, % at 12.5 µM | 350,000 compounds, 0.53% hits | AID 686996, 2013;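 active = mean inhibition across replicates at least about 35%, with every replicate also reaching that limit, limit read from the data; inconclusive = only one of the two criteria met; inactive = neither criterion met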;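 also: 0% = median of neutral control wells and 100% = no fluorescence left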
Target sequence (P55212 24-179 limits assumed): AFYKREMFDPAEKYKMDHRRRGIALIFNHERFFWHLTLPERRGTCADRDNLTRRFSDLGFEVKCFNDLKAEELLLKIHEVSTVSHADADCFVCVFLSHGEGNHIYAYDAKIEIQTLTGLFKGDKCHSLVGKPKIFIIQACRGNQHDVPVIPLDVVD
Target sequence (P55212 194-293 limits assumed): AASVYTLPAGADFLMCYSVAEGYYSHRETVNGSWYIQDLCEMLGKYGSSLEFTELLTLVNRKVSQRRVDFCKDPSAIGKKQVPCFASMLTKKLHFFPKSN
esBAF inh: Bmi1 luciferase reporter increase in mESCs, primary screen, esBAF inhibitor project, mouse ES cells, Bmi1 luciferase knock-in, single point; 24 h; 100% = twice the neutral-well signal; reporter increase, % at 12.5 µM; 350,000 compounds, 2% hits; in the data active = activation above about 40%; inconclusive = no clear call, values can overlap the other calls;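 also: 0% = median of the plate's neutral control wells and 100% = double that signal; a rise in the Bmi1 reporter signal indicates esBAF inhibition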
C2C12 statin: suppressors of statin myotoxicity in C2C12 myotubes, primary screen, cell-based, single point, plate reader; C2C12 myotubes + simvastatin, ATP luminescence, 48 h; scaled: DMSO 0, geranylgeraniol control 100; rescue of ATP level, % at 7.49 µM; 330,000 compounds, 0.78% hits; AID 602340, 2012;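 active = mean ATP rescue above about 67%, or every replicate alone reaching that limit, limit read from the data, passing the limit was not always enough; inconclusive = no clear call, values can overlap the other calls; inactive = mean under the limit and some replicate under it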;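 also: myotubes were challenged with 10 µM simvastatin during compound exposure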
S100A4 inh HTS: inhibitors of S100A4-myosin IIA peptide binding, primary screen, biochemical, fluorescence polarization, TAMRA-MyoIIA peptide; Protein S100-A4 (Homo sapiens), P26447; inhibition, % at 10.7 µM; 360,000 compounds, 0.14% hits; AID 652163, 2013;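 active = mean inhibition of at least 70% across replicates, with every replicate also reaching that level; inconclusive = mean inhibition reaches 70% but some replicates fall short; inactive = mean inhibition below 70%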
Target sequence (P26447 whole entry, looked up): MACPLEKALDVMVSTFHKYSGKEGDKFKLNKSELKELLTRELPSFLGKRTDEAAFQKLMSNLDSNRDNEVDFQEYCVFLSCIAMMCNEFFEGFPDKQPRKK
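assay system = human S100A4 monomer with TAMRA-labelled myosin IIA peptide | also added = labelled myosin peptide probe, 5 nM | incubation = 5 min between mix addition and reading | control set = DMSO and TFP controls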
LGR2 inh: inhibitors of bursicon-induced LGR2 CRE-luciferase signal, primary screen, cell-based, HEK293, CRE-luciferase reporter, bursicon stimulation; Drosophila bursicon receptor LGR2 (rickets); bursicon-stimulated, 4 h; inhibition, % at 9.99 µM; 380,000 compounds, 0.35% hits; AID 720647, 2013;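 active = drop in luminescence signal, shown as inhibition above about 50% in the replicate tests, limit read from the data, passing the limit was not always enough; inconclusive = probably only some replicates passing the limit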;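 also: agonist challenge used bursicon conditioned medium at about half maximal strength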
Numbers without * were called inactive. A portion of the library, so the mix of outcomes need not match the whole.

How did CCn1cc(/C=C(\NC(=O)c2ccccc2)C(=O)NCCN2CCOCC2)c2ccccc21 do in these assays?
FN deposition inh: -7; SIRT5 block: 3; CASP6 VEID inh: 8; esBAF inh: 7; C2C12 statin: -3; S100A4 inh HTS: -3; LGR2 inh: -17

What do the screens show for `O=C(N/N=C/c1cn(-c2ccccc2)nc1-c1cccnc1)c1ccc(F)cc1`?
FN deposition inh: 21; SIRT5 block: -2; CASP6 VEID inh: 1; S100A4 inh HTS: -11; LGR2 inh: 14

What do the screens show for `CN(CC(=O)N1CCc2ccccc2C1)S(=O)(=O)c1ccc2c(c1)c(=O)n(C)c(=O)n2C`?
SIRT5 block: -3; CASP6 VEID inh: 2; esBAF inh: -42; C2C12 statin: 8; S100A4 inh HTS: 5; LGR2 inh: -2

How did O=C(NCC(O)CO)c1csc(Nc2cccc3ccccc23)n1 (stereo not given) do in these assays?
FN deposition inh: 3; SIRT5 block: 0; CASP6 VEID inh: 1; esBAF inh: 0; C2C12 statin: -15; S100A4 inh HTS: -4; LGR2 inh: 8

Results for COc1ccc(S(=O)(=O)N(C)C[C@@H]2Oc3ccc(NC(=O)NC4CCCCC4)cc3CC(=O)N([C@H](C)CO)C[C@H]2C)cc1 ?
FN deposition inh: 3; SIRT5 block: 0; CASP6 VEID inh: -2; esBAF inh: 2; C2C12 statin: -18; S100A4 inh HTS: -2; LGR2 inh: 12

What do the screens show for `Cn1c(=O)c2cc(NC(=O)Cc3cccnc3)ccc2n1-c1ccc2ccccc2c1`?
FN deposition inh: 3; SIRT5 block: 1; CASP6 VEID inh: 1; esBAF inh: 13; C2C12 statin: 0; S100A4 inh HTS: -6; LGR2 inh: 4

How did CC(C)NC(=O)N(C)C[C@@H]1Oc2ccc(NS(=O)(=O)c3ccccc3)cc2C(=O)N([C@@H](C)CO)C[C@@H]1C do in these assays?
FN deposition inh: -5; SIRT5 block: -1; CASP6 VEID inh: 0; esBAF inh: -1; C2C12 statin: -4; S100A4 inh HTS: -2; LGR2 inh: -14

How did CCc1ccccc1NC(=O)CSc1nc2cc(C(=O)NCC3CCCO3)ccc2c(=O)n1CC1CCCO1 (stereo not given) do in these assays?
FN deposition inh: -3; CASP6 VEID inh: -3; esBAF inh: 2; C2C12 statin: -4; S100A4 inh HTS: 0

What do the screens show for `CCCNC(=O)N(C)C[C@H]1Oc2ncc(C#CC3CCCCC3)cc2C(=O)N([C@@H](C)CO)C[C@@H]1C`?
FN deposition inh: 0; SIRT5 block: 3; CASP6 VEID inh: -4; esBAF inh: -8; C2C12 statin: 7; S100A4 inh HTS: 4; LGR2 inh: 17

What do the screens show for `C/C(=C\c1ccccc1)CN1CCN(c2cccc(Cl)c2)CC1`?
FN deposition inh: -5; esBAF inh: -2; C2C12 statin: 4

How did O=C(O)[C@@H]1[C@@H](CO)[C@@H]2Cn3c(ccc(-c4ccc(F)cc4)c3=O)[C@@H]2N1CCc1ccccc1 do in these assays?
SIRT5 block: -6; CASP6 VEID inh: -1; esBAF inh: -2; C2C12 statin: 0; S100A4 inh HTS: -36; LGR2 inh: -13

What do the screens show for `Cn1c2ccc(F)cc2c2nnc(SCCN3CCCCC3)nc21`?
FN deposition inh: 0; SIRT5 block: 0; CASP6 VEID inh: -4; S100A4 inh HTS: 2; LGR2 inh: -6

What do the screens show for `Cc1ccc(CNC(=O)c2cc(=O)c3cc(C)ccc3o2)cc1`?
FN deposition inh: 5; SIRT5 block: -2; CASP6 VEID inh: -2; esBAF inh: -3; C2C12 statin: 1; S100A4 inh HTS: 0; LGR2 inh: -14

How did O=C(Nc1ccc(S(=O)(=O)N2CCCCC2)cc1)C1CCN(C(=O)c2ccco2)CC1 do in these assays?
FN deposition inh: 5; SIRT5 block: -2; CASP6 VEID inh: -3; esBAF inh: 8; C2C12 statin: 14; S100A4 inh HTS: -6; LGR2 inh: 10

Results for CO[C@@H]1CN(C)C(=O)c2cc(NC(=O)Cc3ccccc3)ccc2OC[C@H](C)N(C(C)=O)C[C@@H]1C ?
FN deposition inh: -14; SIRT5 block: -6; CASP6 VEID inh: 1; esBAF inh: -2; C2C12 statin: -9; S100A4 inh HTS: 2; LGR2 inh: -2

How did Cc1ccnc(NC(=O)CS(=O)(=O)c2ccccc2)c1 do in these assays?
FN deposition inh: -2; SIRT5 block: -10; CASP6 VEID inh: -1; esBAF inh: 36; C2C12 statin: 18; S100A4 inh HTS: 0; LGR2 inh: -13

How did COc1ccc(Cl)cc1S(=O)(=O)N1CCCC(C(=O)NCc2ccccc2)C1 (stereo not given) do in these assays?
SIRT5 block: 6; CASP6 VEID inh: 1; esBAF inh: -2; C2C12 statin: 15; S100A4 inh HTS: 1; LGR2 inh: 1

What do the screens show for `CO[C@@H]1CN(C)C(=O)c2ccc(NS(C)(=O)=O)cc2OC[C@H](C)N(CC2CCOCC2)C[C@H]1C`?
FN deposition inh: -4; SIRT5 block: -4; CASP6 VEID inh: 3; esBAF inh: 1; C2C12 statin: -12; S100A4 inh HTS: -26; LGR2 inh: 7

How did O=C(CCC(=O)NNC(=O)Nc1cccc(Cl)c1)NCc1ccccc1 do in these assays?
SIRT5 block: -1; CASP6 VEID inh: -1; S100A4 inh HTS: -6; LGR2 inh: -1

Results for O=C(C1=C[C@@H](C2CC2)C[C@@H](OCc2ccc(CO)cc2)O1)N1CCN(Cc2ccc3c(c2)OCO3)CC1 ?
FN deposition inh: -2; SIRT5 block: -6; CASP6 VEID inh: -1; esBAF inh: -6; C2C12 statin: 3; S100A4 inh HTS: -1; LGR2 inh: 10

As a working copy, part of the list above.
How did CCn1cc(/C=C(\NC(=O)c2ccccc2)C(=O)NCCN2CCOCC2)c2ccccc21 do in these assays?
FN deposition inh: -7; SIRT5 block: 3; CASP6 VEID inh: 8; esBAF inh: 7; C2C12 statin: -3; S100A4 inh HTS: -3; LGR2 inh: -17

What do the screens show for `O=C(N/N=C/c1cn(-c2ccccc2)nc1-c1cccnc1)c1ccc(F)cc1`?
FN deposition inh: 21; SIRT5 block: -2; CASP6 VEID inh: 1; S100A4 inh HTS: -11; LGR2 inh: 14

Continuation.
How did CCOc1ccc(C(=O)OCn2nnc3ccccc3c2=O)cc1OC do in these assays?
SIRT5 block: 0; CASP6 VEID inh: -3; esBAF inh: -2; C2C12 statin: -2; S100A4 inh HTS: -14; LGR2 inh: -13

Results for COc1ccc(OC)c(CCNC(=O)c2nn(C)c3c2CS(=O)(=O)c2ccccc2-3)c1 ?
FN deposition inh: -4; SIRT5 block: -7; CASP6 VEID inh: -2; esBAF inh: -7; C2C12 statin: -11; S100A4 inh HTS: -2; LGR2 inh: 5

How did CCCCn1nc(C(=O)N(C)Cc2nc3ccccc3c(=O)[nH]2)c2ccccc2c1=O do in these assays?
CASP6 VEID inh: -1; esBAF inh: -7; C2C12 statin: -4; S100A4 inh HTS: 2; LGR2 inh: 6

How did Cc1c(CCC(=O)NCCCn2ccnc2)c(=O)oc2cc3occ(C(C)(C)C)c3cc12 do in these assays?
FN deposition inh: 6; SIRT5 block: -13; CASP6 VEID inh: -33; esBAF inh: 6; C2C12 statin: -37; S100A4 inh HTS: 2; LGR2 inh: 21

What do the screens show for `O=C(O)c1ccccc1NS(=O)(=O)c1ccc2c(c1)OCCO2`?
FN deposition inh: 6; SIRT5 block: -6; CASP6 VEID inh: -2; esBAF inh: 3; C2C12 statin: -3; S100A4 inh HTS: 14; LGR2 inh: -31

Results for Cc1cc(Cl)ccc1NC(=O)CN1CCCC1 ?
FN deposition inh: -3; SIRT5 block: -3; CASP6 VEID inh: 2; esBAF inh: 13; C2C12 statin: -2; S100A4 inh HTS: -1; LGR2 inh: 5

Results for COc1ccc(Cl)cc1NS(=O)(=O)c1cccc(C(=O)NCCCN2CCCC2=O)c1 ?
FN deposition inh: -1; SIRT5 block: -1; CASP6 VEID inh: 13; S100A4 inh HTS: -2; LGR2 inh: 4

How did Cc1ccc(Cn2ccc(NC(=O)c3cc(-c4cccc(Cl)c4)on3)n2)cc1 do in these assays?
SIRT5 block: -2; CASP6 VEID inh: 5; esBAF inh: -5; S100A4 inh HTS: 0; LGR2 inh: 1

Results for O=C(NCc1cc(C(F)(F)F)ccc1Cl)c1cccc2c1C(=O)c1ccc(Cl)cc1S2(=O)=O ?
FN deposition inh: -8; CASP6 VEID inh: 0; S100A4 inh HTS: -4; LGR2 inh: 11

Results for CCOc1cc(C(C(=O)NCC2CCCO2)N(C(=O)Cn2nnc3ccccc32)c2ccc(NC(C)=O)cc2)ccc1O (stereo not given) ?
FN deposition inh: 18; SIRT5 block: -3; CASP6 VEID inh: -2; esBAF inh: -1; C2C12 statin: 8; S100A4 inh HTS: 0; LGR2 inh: 15

Results for COc1ccc(-c2nnc(-c3ccc4ccccc4c3)o2)cc1 ?
FN deposition inh: 6; SIRT5 block: -11; CASP6 VEID inh: -6; esBAF inh: inconclusive; C2C12 statin: 6; S100A4 inh HTS: -8; LGR2 inh: -65

What do the screens show for `CC(C)c1ccc(NC(=O)N2CCOCC2)cc1`?
FN deposition inh: -2; SIRT5 block: 2; CASP6 VEID inh: -5; esBAF inh: 45*; C2C12 statin: -13; S100A4 inh HTS: 2; LGR2 inh: -27

What do the screens show for `COc1ccccc1-c1ccc2c(c1)O[C@@H](CN(C)CC1CCCC1)[C@H](C)CN([C@@H](C)CO)S2(=O)=O`?
SIRT5 block: 2; CASP6 VEID inh: -2; esBAF inh: -9; C2C12 statin: -95; S100A4 inh HTS: -7; LGR2 inh: 1

How did O=C(Nc1ccc(F)cc1)c1ccc2nc[nH]c2c1 do in these assays?
FN deposition inh: 4; SIRT5 block: 0; CASP6 VEID inh: 1; S100A4 inh HTS: 13; LGR2 inh: -13

How did CCC(=O)N(C)C[C@@H]1Oc2cc(C#CC(C)(C)O)ccc2S(=O)(=O)N([C@@H](C)CO)C[C@@H]1C do in these assays?
FN deposition inh: -17; SIRT5 block: 1; CASP6 VEID inh: 1; esBAF inh: 1; C2C12 statin: -7; S100A4 inh HTS: -8; LGR2 inh: -14

What do the screens show for `O=C(NCc1ccc(Cl)cc1)c1cc(-c2ccco2)on1`?
FN deposition inh: -12; esBAF inh: -2; C2C12 statin: 25; LGR2 inh: 12

What do the screens show for `O=C(C[C@H]1C[C@@H]2c3cc(NC(=O)c4cccnc4)ccc3O[C@@H]2[C@@H](CO)O1)NCC(F)(F)F`?
SIRT5 block: 1; CASP6 VEID inh: -1; esBAF inh: -3; C2C12 statin: -3; S100A4 inh HTS: -5; LGR2 inh: 13

How did CCOC(=O)c1ccc(NC(=O)c2nc[nH]c2C(=O)N[C@@H](CC(C)C)C(=O)OC(C)(C)C)cc1 do in these assays?
FN deposition inh: -18; CASP6 VEID inh: 0; esBAF inh: -6; C2C12 statin: -15; S100A4 inh HTS: -1; LGR2 inh: -15

What do the screens show for `CCNC(=O)NC(=O)C(C)OC(=O)C1CCN(S(=O)(=O)c2ccc(C)c(C)c2)CC1` (stereo not given)?
FN deposition inh: 9; SIRT5 block: -25; CASP6 VEID inh: 5; S100A4 inh HTS: -4; LGR2 inh: 2

How did Nc1nc(SCc2ccccc2)c2ncn(C3OC(CO)C(O)C3O)c2n1 (stereo not given) do in these assays?
CASP6 VEID inh: 1; esBAF inh: 7; C2C12 statin: 2; S100A4 inh HTS: -14; LGR2 inh: 12
